# NSD2 HMT inh – blocks human histone methyltransferase NSD2; O96028; NSD2 peptide methylation, AlphaScreen, 120 min; inhibition, % at 12.5 µM; 0.54% of 310,000 active; in the data active = inhibition above about 50%
# SR-BI DiI inh – mouse SR-BI HDL lipid transfer inhibition | Q61009 | ldlA[mSR-BI] CHO cells, DiI-HDL uptake fluorescence, 3 h | inhibition, % at 12.5 µM | 0.96% of 320,000 active | AID 488896;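 active = mean replicate inhibition of at least 70% and a set share of replicates each scoring 70 or more; inconclusive = meets just one of the two criteria; inactive = fails both criteria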;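 note: 0% = median of neutral control wells and 100% = median of positive control wells; values of inactives mirror those of a sister screen read the other way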
# Target sequence (Q61009 whole entry, looked up): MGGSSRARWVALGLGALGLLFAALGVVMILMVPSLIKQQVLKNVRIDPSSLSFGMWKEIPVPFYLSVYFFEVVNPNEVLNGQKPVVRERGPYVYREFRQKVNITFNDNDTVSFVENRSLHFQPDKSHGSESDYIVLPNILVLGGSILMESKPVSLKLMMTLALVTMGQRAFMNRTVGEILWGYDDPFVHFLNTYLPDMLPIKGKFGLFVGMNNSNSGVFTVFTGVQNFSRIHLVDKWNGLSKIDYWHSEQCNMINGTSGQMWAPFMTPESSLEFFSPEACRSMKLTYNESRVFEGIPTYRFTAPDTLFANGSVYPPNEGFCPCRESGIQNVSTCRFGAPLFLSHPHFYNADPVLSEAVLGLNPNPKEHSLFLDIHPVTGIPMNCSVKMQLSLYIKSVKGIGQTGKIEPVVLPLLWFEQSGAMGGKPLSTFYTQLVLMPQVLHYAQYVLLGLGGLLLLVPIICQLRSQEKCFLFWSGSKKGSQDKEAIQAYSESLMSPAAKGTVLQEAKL
# PfHsp90 set2 – inhibits growth of yeast expressing Plasmodium falciparum Hsp90; S. cerevisiae expressing PfHsp90, BacTiter-Glo ATP, 48 h; yeast lacking PDR1 and PDR3 efflux regulators; inhibition, % at 9.4 µM; 0.32% of 310,000 active; AID 504621;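 active = every replicate shows inhibition above about 80%, whatever the replicate mean, limit read from the data; inconclusive = mean inhibition reaches the set limit but some replicate falls short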;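 note: 0% = DMSO neutral controls and 100% = 20 µM radicicol positive controls; yeast relying on Plasmodium falciparum Hsp90 in place of its own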
# PvdQ inh – P. aeruginosa PvdQ acylase inhibition | 0.063% of 340,000 active | purified PvdQ acylase, fluorescence plate reader | inhibition, % at 10 µM; in the data active = inhibition above about 30%, passing the limit was not always enough; inconclusive = no clear call, values can overlap the other calls;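 note: 0% = vehicle neutral wells and 100% = reference inhibitor wells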
# CAL PDZ FP-1 – human CAL PDZ-peptide interaction inhibition | inhibition, % at 20 µM | Q9HD26 | 0.02% of 330,000 active | AID 504414 | purified CAL PDZ, TMR-peptide fluorescence polarization, 1 h;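 active = highest replicate inhibition of at least 40%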;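 note: plate controls were DMSO neutral control wells for no effect and unlabeled competitor peptide control wells for full effect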
#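 material = purified tagged CAL PDZ domain construct (CerCALP) | compound dosing = 20 µM, one dose | times = 1 h at RT | measured by = fluorescence polarization from S- and P-plane intensities, G-factor corrected | read-out = inhibition from polarization loss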
# CAL PDZ FP-2 – CAL PDZ (human) peptide binding inhibition. Q9HD26. purified CAL PDZ, TMR-peptide fluorescence polarization, 1 h. inhibition, % at 24.9 µM. 0.92% of 300,000 active. AID 602252;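 active = mean inhibition of at least 30% with at least half of replicates also reaching 30%; inconclusive = no clear call, values can overlap the other calls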;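 note: 0% = DMSO neutral control and 100% = excess unlabeled competitor peptide PRC23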
# dFosB act – enhances mouse delta FosB homodimer DNA binding; P13346; purified delta FosB, TAMRA-CDK5 oligo fluorescence polarization; percent of positive-control signal above neutral wells; activation, % at 25 µM; 0.99% of 340,000 active; AID 493131;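 active = mean activation above about 17%, with every replicate also reaching it, limit read from the data, passing the limit was not always enough; inconclusive = only one of the two conditions met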;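 note: fluorescence polarization rise as delta FosB binds a TAMRA Cdk5 AP-1 oligo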
# SR-BI uptake up – SR-BI HDL lipid transfer activation; activation, % at 12.5 µM; 0.096% of 320,000 active; CHO ldlA[mSR-BI] cells, DiI-HDL uptake fluorescence, 3 h; 100 = double the neutral-control signal;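 active = mean replicate activation of at least 60% and every replicate at or above 60%; inconclusive = mean or all-replicate condition met, but not both; inactive = mean below 60% and not all replicates reaching 60%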;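 note: 0% = median plate neutral-control signal and 100% = twice that signal; values of inactives mirror those of a sister screen read the other way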
#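 Test system: SR-BI-overexpressing, LDLR-lacking CHO cells. Measured by: DiI fluorescence, bottom read. Medium: Ham's F12 with 0.5% BSA, HEPES 25 mM, pH 7.4. Timing: 3 h uptake period with compound, 37 °C.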
# MITF TRPM1 HTS – increases MITF-driven TRPM1 promoter luciferase signal; SK-MEL-5 TRPM1-promoter luciferase, 24 h; % of positive control, neutral wells = 0; activation, % at 12.5 µM; 0.75% of 300,000 active; AID 588334;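 active = mean activation of at least 80% with every replicate also reaching 80%; inconclusive = mean reaches 80% but some replicate falls short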;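 note: 0% = neutral control wells and 100% = parthenolide positive control wells; values of inactives mirror those of a sister screen read the other way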
# Rtt109 Vps75 – inhibitors of Candida albicans Rtt109/Vps75 histone acetyltransferase | Q5AAJ8 | purified Rtt109/Vps75, ThioGlo CoA-SH fluorescence, 4 h | inhibition, % at 34.9 µM | 0.16% of 330,000 active | AID 540336;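 active = inhibition of at least 50% in every replicate; inconclusive = best replicate reaches 50% inhibition but some replicates fall short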
# Target sequence (Q5AAJ8 whole entry, looked up): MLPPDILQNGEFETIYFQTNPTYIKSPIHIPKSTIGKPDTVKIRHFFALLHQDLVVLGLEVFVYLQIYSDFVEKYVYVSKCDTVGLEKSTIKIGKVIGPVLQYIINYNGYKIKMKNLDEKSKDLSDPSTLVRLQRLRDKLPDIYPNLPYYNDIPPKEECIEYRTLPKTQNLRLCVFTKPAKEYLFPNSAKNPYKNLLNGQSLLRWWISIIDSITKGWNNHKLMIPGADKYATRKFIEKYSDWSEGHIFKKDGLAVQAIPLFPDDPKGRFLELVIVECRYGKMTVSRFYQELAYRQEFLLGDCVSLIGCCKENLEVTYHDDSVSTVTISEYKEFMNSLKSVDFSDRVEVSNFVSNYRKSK
# * = called active by the depositor; ? = inconclusive; . = not tested or not shown.
SMILES,NSD2 HMT inh,SR-BI DiI inh,PfHsp90 set2,PvdQ inh,CAL PDZ FP-1,CAL PDZ FP-2,dFosB act,SR-BI uptake up,MITF TRPM1 HTS,Rtt109 Vps75
CN1CCOc2cc(S(=O)(=O)Nc3ccc(F)cc3)ccc21,4.1,-7.8,-8.3,-10.0,-0.1,-1.5,-0.5,7.8,-7.5,-1.8
Cc1ccc(SCC(=O)Nc2ccccc2C(=O)N2CCOCC2)cc1,0.6,-17.8,-5.6,-0.4,0.0,-1.2,6.9,17.8,2.4,-2.2
Cc1ccc(-c2cn(S(=O)(=O)c3ccc(C)cc3)nc2N)cc1,-1.7,-5.7,21.5,-10.2,-0.7,-0.1,1.8,5.7,-4.7,-10.2
Cc1nnc(SC(C)C(=O)Nc2ccc(S(=O)(=O)NC3CCCCC3)cc2)s1 (configuration not stated),1.9,-10.6,-16.0,7.6,-2.4,-1.9,-8.0,10.6,6.5,40.8
O=C(NCC1CC1)C1CCCN(S(=O)(=O)c2ccc(-n3cnnn3)cc2)C1 (configuration not stated),.,-45.8,18.9,5.9,-0.8,-3.1,-0.1,45.8,-5.8,17.4
COc1ccc(C2NN=C(c3ccc(C)cc3)S2)cc1OC (configuration not stated),-0.9,24.9,25.1,-12.2,-5.1,-1.7,-26.8,-24.9,56.7,5.2
Cc1cc(C)c(C#N)c(Oc2ccc(O)cc2)n1,.,20.8,25.4,-4.3,-0.8,.,1.4,-18.6,.,-2.2
C=CCn1c(=NC(=O)c2cccs2)sc2cccc(OC)c21,-2.0,.,9.6,4.5,-3.2,-2.3,-16.2,.,-2.4,-5.1
COc1ccc(-c2cc3nc(C)n(N)c(=O)c3s2)cc1,-4.2,16.1,?,9.5,0.9,-5.7,9.3,-16.1,.,-8.5
CN(c1ccc(C(=O)NC2CCCCC2)cc1)S(=O)(=O)c1ccccc1,-1.1,25.2,22.6,-7.8,-0.1,1.5,-15.5,-25.2,-3.4,-4.6
Cc1cccc2cc(CN(Cc3cccnc3)C(=S)NCCCN(C)C)c(=O)[nH]c12,2.0,-6.2,-5.1,13.4,-2.5,-1.1,-12.9,6.2,-4.1,11.0
C[C@@H]1CN(Cc2nc(Cc3ccccc3F)no2)C[C@H](C)O1,-3.9,-6.7,17.8,-0.1,.,2.6,2.8,6.7,4.2,10.2
N#Cc1ccc(S(=O)(=O)NC2CC2)cc1,-1.4,.,8.4,8.4,-3.0,-1.1,-4.5,.,5.7,9.3
CC(C)c1nnc(NC(=O)CCC(=O)NC2CCCc3ccccc32)s1 (configuration not stated),-2.0,7.0,8.4,2.2,-0.1,-1.4,-10.3,-7.0,-14.1,-1.5
O=C(c1ccc(Oc2cc(Cl)cc(Cl)c2)o1)N1CCCCC1,-3.1,23.3,5.7,-6.9,-1.9,-5.3,-9.8,-23.3,0.5,10.3
Cc1noc(C)c1COc1ccccc1C(=O)N(C)Cc1ccco1,0.8,-15.4,7.1,-10.2,-0.1,-2.2,0.8,15.4,-0.6,1.8
COc1ccc(NC(=O)CN(C)S(=O)(=O)c2ccc3c(c2)CCCN3C(C)=O)cc1,2.7,4.8,-31.0,-16.4,-1.8,.,-1.8,-4.8,5.2,10.4
CC(O)CNCCNCc1c(OCc2ccccc2)ccc2ccccc12 (configuration not stated),11.1,-4.3,10.8,-10.0,-4.0,-1.1,5.3,4.3,-8.9,.
O=C(CCNC(=O)c1ccc(Br)cc1)NCc1cccnc1,-2.3,-14.2,23.8,-0.2,-1.0,-0.5,-0.8,14.2,2.8,-2.0
O=c1[nH]c2cc(Cl)cc(Cl)c2[nH]c1=O,2.4,4.9,.,6.7,-3.2,-5.1,-4.7,-4.9,.,.
COc1ccc(-c2csc3ncnc(NCCO)c23)cc1,0.6,44.4,2.8,-9.3,-1.5,-5.0,-2.0,-44.4,.,-1.6
O=C(Nc1ccccc1C(=O)NCc1ccccc1)c1ccco1,3.8,34.5,3.8,-7.5,-2.8,-3.3,-23.3,-34.6,-4.0,-2.0
N=C1/C(=C/c2cccn2-c2ccc([N+](=O)[O-])cc2)C(=O)N=C2SC=CN12,-1.5,52.2,10.0,-8.9,0.0,-4.2,-3.8,-52.2,5.5,0.3
O=C(CSc1nnc(-c2ccccc2)o1)N1CCN(c2ccccc2)CC1,-0.4,19.9,.,9.5,.,-1.8,-0.5,-19.9,1.1,1.7
C[C@H](CO)N1C[C@H](C)[C@@H](CN(C)Cc2ccc(Cl)c(Cl)c2)Oc2c(NS(=O)(=O)c3ccc(F)cc3)cccc2C1=O,.,-7.0,16.4,-10.8,-0.2,-2.0,-6.1,7.0,13.8,8.0

# Looked up by compound from the list above, 3 records:
SMILES,NSD2 HMT inh,SR-BI DiI inh,PfHsp90 set2,PvdQ inh,CAL PDZ FP-1,CAL PDZ FP-2,dFosB act,SR-BI uptake up,MITF TRPM1 HTS,Rtt109 Vps75
Cc1cccc2cc(CN(Cc3cccnc3)C(=S)NCCCN(C)C)c(=O)[nH]c12,2.0,-6.2,-5.1,13.4,-2.5,-1.1,-12.9,6.2,-4.1,11.0
Cc1noc(C)c1COc1ccccc1C(=O)N(C)Cc1ccco1,0.8,-15.4,7.1,-10.2,-0.1,-2.2,0.8,15.4,-0.6,1.8
COc1ccc(-c2cc3nc(C)n(N)c(=O)c3s2)cc1,-4.2,16.1,?,9.5,0.9,-5.7,9.3,-16.1,.,-8.5

# Additional results follow:
SMILES,NSD2 HMT inh,SR-BI DiI inh,PfHsp90 set2,PvdQ inh,CAL PDZ FP-1,CAL PDZ FP-2,dFosB act,SR-BI uptake up,MITF TRPM1 HTS,Rtt109 Vps75
CCN1C(=O)[C@H]2[C@@H](c3ccc(-c4ccc(OC)cc4)c(OC)c3)N[C@@](CC(C)C)(C(=O)OC)[C@H]2C1=O,.,34.8,-5.0,3.2,-0.2,-1.7,-0.2,-34.8,29.6,-2.8
O=C1c2cccc3cccc(c23)C(=O)N1Cc1cccnc1,-0.8,-10.4,0.1,-4.5,-0.9,-1.6,11.6,10.4,.,-6.3
C/C(=N/NC(=O)c1cc2ccccc2cc1O)c1ccco1,3.9,39.8,31.5,-12.1,-2.0,4.2,-3.9,.,35.8,2.4
CCCN(CCC)C(=S)NC(=O)c1ccc(Cl)cc1Cl,2.0,1.9,19.4,-11.1,-2.0,.,-4.2,-1.9,-4.5,0.8
Cc1nn(CC(=O)NC(C)c2ccccc2)c(=O)c2ccccc12 (configuration not stated),0.3,5.2,24.1,-6.0,0.3,-3.2,-3.6,-5.2,-1.7,-10.5
O=C(Nc1ccc(Cl)cc1N1CCOCC1)C1CCCO1 (configuration not stated),-1.9,-19.3,10.7,-12.2,-1.4,-5.8,0.2,19.3,5.3,-5.3
CC(OC(=O)Cc1n[nH]c(=O)c2ccccc12)C(=O)Nc1ccc(Cl)cn1 (configuration not stated),-0.3,52.4,11.3,8.7,-1.3,.,-9.0,.,7.6,0.3
CC1CC(Nc2cccc(O)c2)=CC(=O)O1 (configuration not stated),-2.4,-19.5,-22.9,-12.2,-2.4,-3.4,-8.4,19.5,-1.4,-5.7
O=S(=O)(c1ccc(Cl)s1)N1CCN(c2ncccn2)CC1,0.4,8.6,6.3,-11.8,-0.8,0.0,3.3,-8.6,-1.6,-2.6
CNC(=O)CNC(=O)Nc1ccc(Cl)c(Cl)c1,-7.5,-8.1,2.5,-19.3,-2.9,-3.2,-4.5,8.1,8.3,-1.4
O=C(COC(=O)Cn1[nH]c(=O)c2ccccc2c1=O)Nc1ncc(Cl)cc1Cl,1.0,-1.1,.,4.2,-3.4,0.1,-7.3,1.1,-6.6,17.4
COc1ccc2[nH]c(=O)c(CNC3CCCCC3)cc2c1,0.7,-22.7,-16.4,-0.6,-3.9,-3.9,-12.6,22.7,-3.8,0.2
CC1CN(Cc2nc3ccccc3c(=O)[nH]2)CC(C)O1 (configuration not stated),-4.1,-18.8,-17.8,-25.3,0.3,26.6,1.9,18.8,-5.4,0.6
CCOc1ccc(N(CC(=O)Nc2cccc(OC)c2)S(C)(=O)=O)cc1,0.2,0.8,-3.2,-9.4,0.3,14.0,-5.7,-0.8,22.2,-4.0
CC1CN(c2ccc([N+](=O)[O-])cc2F)CCN1C(=O)c1ccco1 (configuration not stated),6.2,-23.9,10.4,-6.2,-1.6,-3.4,-7.9,23.9,-21.9,10.0
O=C(Nc1cccc(F)c1)/C(=C\c1ccco1)NC(=O)c1cccs1,6.2,18.8,.,-3.4,-0.7,-4.8,-5.8,-18.8,.,1.9
COc1ccc(-c2ccc(C(=S)N3CCN(C(C)=O)CC3)o2)cc1,10.6,60.9,-5.5,-14.0,-2.5,-1.2,-1.8,-60.9,11.2,8.9
Cc1cc(=O)[nH]c(N/N=C/c2c(C)nn(-c3ccccc3Cl)c2Cl)n1,69.3*,5.0,-88.5,-10.4,-3.4,-5.5,-7.4,-5.0,12.5,-9.2
Cc1ccc(CNC(=O)CCS(=O)(=O)c2ccc3nc(C)sc3c2)cc1,.,-17.4,7.8,-13.6,0.9,-5.4,4.2,17.4,.,7.7
O=C(Nc1cccc(F)c1)Nc1cnccn1,-0.4,-13.0,5.1,-0.1,9.0,4.0,8.1,13.0,5.4,-5.8
CCS(=O)(=O)c1ccc(-c2cccc(NC(=O)c3ccc(Br)o3)c2)nn1,0.3,-13.5,-8.6,-14.2,-0.4,-2.1,-6.1,13.5,-9.4,-0.9
Cn1c(=O)c(=O)n(C)c2cc(S(=O)(=O)CCC(=O)N3CCOCC3)ccc21,.,2.2,-8.2,-8.7,-0.8,-1.7,2.2,-2.2,-1.5,-0.4
O=C1OC(N2CCN(C(=O)C3CCCO3)CC2)c2ccccc21 (configuration not stated),-3.0,5.5,20.0,-6.6,.,-3.0,-10.5,-5.5,5.5,6.9
COC(=O)CCC(=O)NNC(=O)c1ccc([N+](=O)[O-])cc1,-1.0,-3.1,-9.4,-8.1,-0.8,.,-1.5,3.1,.,-4.1
CCc1nnc(NC(=O)C2=CCN(S(=O)(=O)c3ccccc3)CC2)s1,1.2,.,4.3,-7.0,-0.8,.,-3.0,.,7.2,-4.5
CCOc1ccccc1N1CC(C(=O)NNC(=O)c2cc(OC)c(OC)c(OC)c2)CC1=O (configuration not stated),-0.6,0.9,-7.1,-0.7,-1.1,-3.2,-3.3,-0.9,5.4,-1.7
CCOC(=O)c1ccc(NC(=O)NCCc2ccccc2OC)cc1,-2.8,15.2,-0.7,-12.6,-1.9,.,-5.5,-15.2,6.5,-11.5
O=C(CCN1C(=O)c2ccccc2C1=O)C1=NN[C@@H]2C(=O)N(c3cccc(F)c3)C(=O)[C@H]12,-2.8,-71.8,5.4,-15.3,-0.4,-3.3,2.3,?,5.3,0.7

# Compound activity: PubChem, Broad Institute
